H1N1 NS1A inhibition: NS1A inhibition, H1N1 influenza, cell based functional assay (AID 504329); inhibition, % at 12.5 µM; hits with a dose series show IC50 in µM; NS1A functional cell-based assay, percent inhibition; higher % means a stronger effect; 340,000 tested, 0.3% active; in the data active = a potency from the dose series; inconclusive = inhibition above about 27% without an active follow-up result; also: strong numbers were not always called active
PhoP GFP inhibition: Inhibition of PhoP regulon, Salmonella typhi GFP reporter cells, confirmation, 4 h (AID 1850). one-dose inhibition, % at 50 µM; IC50 in µM for titrated hits. 310,000 tested, 0.33% active. Salmonella Typhi PhoP-promoter GFP reporter, fluorescence, 4 h; higher % means a stronger effect; in the data active = a potency from the dose series; inconclusive = inhibition mostly from about 25% at the one dose, without a potency; inactive = the rest, 99 in 100 with inhibition below about 19%;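 also: 0% = induced wells with vehicle and 100% = uninduced wells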
M. tuberculosis: growth inhibition of non-replicating M. tuberculosis (AID 488890); Mycobacterium tuberculosis non-replicating, growth inhibition; higher % means a stronger effect; inhibition, % at 25 µM; hits with a dose series show IC50 in µM; 320,000 tested, 0.39% active; in the data active = a potency from the dose series; inconclusive = inhibition mostly from about 82% at the one dose, without a potency; inactive = the rest, 99 in 100 with inhibition below about 76%;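 also: plate controls were DMSO cells for no effect and high antibiotic wells for full effect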
M. tuberculosis HTS: M. tuberculosis growth inhibition, HTS (AID 449762); M. tuberculosis H37Rv growth inhibition, 7H9 media; higher % means a stronger effect; 330,000 tested, 0.59% active; inhibition, % at 25 µM, or IC50 in µM where a hit was titrated; in the data active = a potency from the dose series; inconclusive = inhibition above about 70% without an active follow-up result;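 also: bacterial growth assessed after seven days of incubation; strong numbers were not always called active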
inhibitors of VEEV: inhibitors of VEEV TC-83 cytopathic effect, confirmation, Vero cells (AID 588727); Vero cells, VEEV TC-83 cytopathic effect inhibition; higher % means a stronger effect; one-dose inhibition, % at 20 µM; IC50 in µM for titrated hits; 350,000 tested, 0.13% active; in the data active = a potency from the dose series; inconclusive = inhibition mostly from about 14% at the one dose, without a potency; inactive = the rest, 99 in 100 with inhibition below about 12%; also: strong numbers were not always called active
inhibitors of VEEV 10K pilot screen: second read-out of inhibitors of VEEV, no call of its own (marks repeat the call); inhibition, %; measured here: 10K pilot screen inhibition
The depositor's hits bear a star; i = inactive; ? = inconclusive; / = not tested or not shown.

The first 5 records as a preview:
SMILES	H1N1 NS1A inhibition	PhoP GFP inhibition	M. tuberculosis	M. tuberculosis HTS	inhibitors of VEEV	others
Cc1ccc2c(c1)NC(=O)C(CC(=O)NCCCN1CCCC1)O2 (stereo unspecified)	3%	-5%	-9%	-5%	1.0%
CCOc1ccc(S(=O)(=O)n2cnc3cc(C)c(C)cc32)cc1	18%	-15%	27%	8%	0.1%
CCCCN1C(=O)/C(=C/c2ccc(N(C)C)cc2)C(=O)N(Cc2ccco2)C1=O	16%	-13%	17%	9%	1.5%
COCCCn1c2nc3ccccc3nc2c2c(=O)n(CC3CCCO3)cnc21 (stereo unspecified)	19%	-6%	7%	-5%	1.2%
COc1ccccc1NC(=O)c1ccc(NC(=O)CN2CCCCC2)cc1	-2%	/	-8%	2%	0.9%

The list itself, from the start:
SMILES	H1N1 NS1A inhibition	PhoP GFP inhibition	M. tuberculosis	M. tuberculosis HTS	inhibitors of VEEV	others
Cc1ccc2c(c1)NC(=O)C(CC(=O)NCCCN1CCCC1)O2 (stereo unspecified)	3%	-5%	-9%	-5%	1.0%
CCOc1ccc(S(=O)(=O)n2cnc3cc(C)c(C)cc32)cc1	18%	-15%	27%	8%	0.1%
CCCCN1C(=O)/C(=C/c2ccc(N(C)C)cc2)C(=O)N(Cc2ccco2)C1=O	16%	-13%	17%	9%	1.5%
COCCCn1c2nc3ccccc3nc2c2c(=O)n(CC3CCCO3)cnc21 (stereo unspecified)	19%	-6%	7%	-5%	1.2%
COc1ccccc1NC(=O)c1ccc(NC(=O)CN2CCCCC2)cc1	-2%	/	-8%	2%	0.9%
COc1ccc(CN(CC2CCCO2)C(=O)c2cc3ccccc3oc2=O)cc1 (stereo unspecified)	-7%	7%	22%	3%	3.1%
CCN1CCN(c2cc3nc(C)n(Cc4ccccc4)c(=O)c3cc2NC(=O)c2ccccc2F)CC1	-4%	1%	31%	11%	?
Cc1cc(=O)oc2cc(NC(=O)c3cc(F)ccc3F)ccc12	-4%	/	-11%	5%	0.9%
COc1ccc(-c2ccccc2NC(=O)C2CCCN(Cc3ccco3)C2)cc1 (stereo unspecified)	-11%	-6%	7%	1%	7.1%
COc1ccc(CCNC2CC(=O)N(C3CCCCC3)C2=O)cc1OC (stereo unspecified)	-1%	7%	15%	-2%	1.1%
Cc1cc(C)nc(N2CCC(C(=O)NCc3ccco3)CC2)n1	-3%	-12%	-6%	-1%	0.7%
O=C1C(=O)N(Cc2ccncc2)C(c2cccc(O)c2)/C1=C(\O)c1ccc2c(c1)OCCO2 (stereo unspecified)	-10%	-10%	-5%	7%	0.8%
COc1c(C)cc(Br)cc1C(=O)Nc1cccc(-c2nc3ncccc3o2)c1	-10%	-8%	-6%	-6%	8.5%
CC1(C)CC(=O)C(C=NCCN2CCN(CCCCS(=O)(=O)O)CC2)=C(O)C1	-21%	4%	-8%	5%	i
COc1cc(CCC(=O)OCC(=O)Nc2ccccc2OC(F)F)cc(OC)c1OC	-2%	-1%	10%	-2%	2.3%
COC(=O)c1ccc(COc2ccc(/C=N/O)cc2)o1	-8%	4%	/	-1%	1.5%
CC1CCCCN1C(=O)Cn1c(=O)n(C2CCCCC2)c(=O)c2ccccc21 (stereo unspecified)	4%	12%	3%	6%	1.5%
O=C(Cc1ccc2c(c1)OCCO2)c1c(O)cc(O)cc1O	-6%	-1%	-3%	-6%	i
O=C(C[n+]1cc(-c2ccccc2)n2c1CCC2)Nc1nc(-c2ccc(F)cc2)cs1	5%	39µM*	53%	?	1.4%
O=C1NN(c2ccccc2)C(=O)/C1=C\c1cccc(OC(=O)c2cccs2)c1	2%	10%	?	0%	1.2%
COc1cccc(N=CNc2cccc(OC)c2)c1	6%	/	/	/	2.6%
CCOc1cc(/C=C2\SC(=S)N(C(C(=O)O)c3ccccc3)C2=O)ccc1O (stereo unspecified)	7%	-6%	23%	11%	i
CCOc1ccc(OCCC(=O)N2CCN(S(=O)(=O)c3ccc(OCC)cc3)CC2)cc1	24%	-7%	-10%	-4%	1.6%
CCN(CC)CCN(C(=O)c1ccc(Br)s1)c1nc2cc3c(cc2s1)OCO3	-8%	2%	2%	0%	i
Nn1c(SCc2ccc(Br)cc2)nnc1-c1ccncc1	-7%	1%	50%	2%	1.0%
Cc1ccc(OC(=O)c2ccc(C)c(C)c2)cn1	7%	1%	35%	38%	i
CCOC(=O)C1CCN(Cc2ccc(N(C)C)cc2)CC1	-2%	4%	1%	-2%	i
C/C(CCc1ccc2c(c1)OCO2)=N\N=C1\NC(=O)CC(C(=O)Nc2ccccc2F)S1 (stereo unspecified)	3%	7%	8%	49%	4.1%
CCN(CCNC(=O)C1CCCN(S(=O)(=O)c2cnc[nH]2)C1)c1ccccc1 (stereo unspecified)	-2%	4%	/	-2%	0.4%
FC(F)(F)c1nnc2c(Sc3ccccn3)nc3ccccc3n12	2%	-2%	18%	-8%	i
Oc1ccccc1/C=N/Nc1ccnc(SCc2ccccc2)n1	-4%	-13%	?	1.4µM*	1.1%
CCc1ccccc1Nc1nc2ccccc2[nH]1	/	10%	31%	3%	1.6%
O=C(O)c1c2c(nc3ccc(S(=O)(=O)N4CCC(C(=O)NC5CCCC5)CC4)cc13)CCCCC2	8%	-12%	-22%	-3%	0.9%
Cc1ccc(-n2cc(CNCCc3ncc(C)[nH]3)c(-c3ccc(F)cc3)n2)cc1	13%	14%	i	?	2.6%
COc1ccccc1OC(C)C(=O)Nc1ccccc1C(=O)NCC1CCCO1 (stereo unspecified)	8%	-1%	4%	3%	1.6%
Fc1ccc(Nc2nc(N3CCOCC3)nc(N3CCOCC3)n2)cc1Cl	-10%	7%	-8%	-7%	0.7%
CCOC(=O)Oc1ccc2oc(=O)cc(C)c2c1	11%	-3%	43%	?	2.6%
O=C(C[n+]1ccccc1)N/N=C/c1cc(Br)cc(Br)c1O	3.7µM*	2%	74%	12%	i
Cc1cc(C)nc(-n2nc(C)c3c(C(F)(F)F)cc(=O)[nH]c32)n1	7%	5%	13%	-19%	0.6%
Cc1ccc(CN2CCN(C)CC2)c(C)c1	-8%	4%	-4%	0%	3.0%
COc1ccc(CCN2CC3=C(C2=O)C(c2ccccc2)NC(=O)N3C)cc1OC (stereo unspecified)	-4%	4%	-2%	-8%	0.5%
NC(=O)c1ccc(NCc2ccco2)c([N+](=O)[O-])c1	-2%	-6%	17%	7%	i
CC1CCCN(C(=O)c2cc(F)c(F)cc2Cl)C1 (stereo unspecified)	-2%	-11%	3%	-6%	0.6%
CC(CCc1ccc(O)cc1)NCCC(c1ccccc1)c1ccccc1 (stereo unspecified)	0%	6%	67%	65%	1.8%
CCOC(=O)c1ccc(NC(=O)CC2S/C(=N/N=C/c3c[nH]c4ccccc34)NC2=O)cc1 (stereo unspecified)	0%	-3%	16%	6%	5.5%
Cn1c(SCCS(=O)(=O)c2ccc(Cl)cc2)nnc1-c1ccccc1	-17%	0%	41%	5%	0.2%
COc1ccc(Oc2nccc(OC)c2C#N)cc1	-1%	12%	11%	10%	i
CCOc1cc(/C=C2\SC(=Nc3ccccc3)N(c3ccccc3)C2=O)ccc1OCC(=O)O	-8%	-2%	-22%	15%	1.4%
CC1=C(C(=O)Nc2ccccc2)C(c2ccncc2)n2nnnc2N1 (stereo unspecified)	-7%	-4%	18%	1%	2.0%
COc1ccc(/C=C/c2c(-c3ccc(OC)cc3)sc3ccc(N4CCOCC4)cc23)cc1	-6%	-21%	35%	20%	1.3%
COC(=O)/C(=N/Nc1ccccc1OC)N1CCCc2ccccc21	-19%	1%	0%	-12%	0.7%
Cc1cc(C)n2cc(CSc3ncn[nH]3)nc2n1	6%	5%	-2%	-4%	1.6%
O=CNCCc1nc2ccccc2n1CCc1ccccc1	-3%	-7%	9%	7%	0.0%
CC1(c2ccc3c(c2)OCCO3)NC(=O)N(CC(=O)Nc2ccccc2SCC#N)C1=O (stereo unspecified)	-12%	/	35%	-1%	1.5%
COc1ccc(NC(=O)CS(=O)c2ccc(Br)cc2)cc1 (stereo unspecified)	-11%	-1%	21%	51%	1.5%
CCC1CCCCN1CCCNC(=O)CNC(=O)c1nn(-c2ccc(OC)c(Cl)c2)c(=O)c2ccccc12 (stereo unspecified)	0%	-22%	14%	-3%	i
Cc1nnc(NC(=O)c2ccc(N3CCCC3=O)cc2)s1	-7%	/	/	/	0.7%
Cc1nccc2[nH]c(=O)c(C(=O)NC(C)CCc3ccccc3)cc12 (stereo unspecified)	/	-9%	11%	-4%	/
CCCCN(CC)CCNC(=O)Cn1cnc2sc(C)c(S(=O)(=O)N3CCOCC3)c2c1=O	1%	2%	2%	-9%	2.9%
Cc1ccccc1NC(=O)Cn1nnc2ccccc21	3%	-16%	4%	2%	i
Later entries:
SMILES	H1N1 NS1A inhibition	PhoP GFP inhibition	M. tuberculosis	M. tuberculosis HTS	inhibitors of VEEV	others
COC(=O)c1ccc(CSc2ccc3nnc(-c4ccccc4)n3n2)o1	-1%	-10%	3%	-15%	9.2%
CN(C)CCNC(=O)c1ccc2c(c1)NC(=O)c1ccccc1S2	1%	-1%	-12%	4%	0.7%
O=S(=O)(Nc1ccc(N=Nc2ccccc2)cc1)c1ccccc1	7%	-6%	-3%	-11%	1.1%
COc1ccc(C(=O)N(Cc2nc(-c3ccc(C)cc3)no2)C(C)C)cc1OC	-17%	21%	/	-3%	0.0%
Cc1ccc(/C=C/C(=O)Nc2sc(C)c(C)c2C(=O)OC(C)C)o1	-1%	-1%	9%	-1%	i
CCN(C(=O)COC(=O)C1=COCCO1)c1ccccc1	0%	/	-19%	-5%	i
CC(C)(C)C(=O)O[C@H]1CC[C@@]2(C)C(=CC(=O)C3C2CC[C@]2(C)C(=O)CCC32)C1 (stereo partly specified)	3%	/	16%	-3%	2.1%
COc1ccc(N2C(=O)CC(S/C(N)=N/N=C/c3ccnc4ccccc34)C2=O)cc1 (stereo unspecified)	/	-1%	8%	-2%	/
COC(=O)c1ccc(NC(=O)COc2coc(CN3CCc4ccccc43)cc2=O)cc1	-11%	6%	-14%	0%	i
O=C(Cn1ncc2c3ccccc3n(Cc3ccccc3F)c2c1=O)NCC1CCCO1 (stereo unspecified)	2%	0%	8%	-2%	2.4%
CCCn1c(SCC(=O)Nc2cccc(S(=O)(=O)N3CCCC3)c2)n[nH]c1=O	-21%	4%	10%	0%	0.6%
Cc1ccc(-c2nc(COC(=O)c3c(C)noc3C)cs2)cc1	19%	2%	54%	1%	i
Cc1ccc(NC(=O)COc2ccccc2)cc1Cl	-2%	-2%	9.9µM*	?	0.9%
S=c1[nH]nc(C2CCCCC2)n1/N=C/c1ccc(Br)s1	-8%	-4%	5%	3%	i	inhibitors of VEEV 10K pilot screen=2.2
Nc1nnc(SCC(=O)NC2CCCCC2)n1-c1ccccc1	-3%	2%	0%	1%	0.9%

Three neighbouring records from above, for reference:
SMILES	H1N1 NS1A inhibition	PhoP GFP inhibition	M. tuberculosis	M. tuberculosis HTS	inhibitors of VEEV	others
Cc1ccc(NC(=O)COc2ccccc2)cc1Cl	-2%	-2%	9.9µM*	?	0.9%
S=c1[nH]nc(C2CCCCC2)n1/N=C/c1ccc(Br)s1	-8%	-4%	5%	3%	i	inhibitors of VEEV 10K pilot screen=2.2
Nc1nnc(SCC(=O)NC2CCCCC2)n1-c1ccccc1	-3%	2%	0%	1%	0.9%

The results go on:
SMILES	H1N1 NS1A inhibition	PhoP GFP inhibition	M. tuberculosis	M. tuberculosis HTS	inhibitors of VEEV	others
O=C(NCc1ccco1)C1(c2ccc(Br)cc2)CCCC1	28%	7%	13%	10%	i
CCOC(=O)Nc1cc(NC(=O)OCC)ncn1	1%	/	/	/	6.7%
Cc1ccc(S(=O)(=O)NCCSc2ncccn2)cc1	3%	1%	13%	7%	i
CSc1nc(NS(=O)(=O)c2cc(Br)ccc2Br)cc(=O)[nH]1	8%	2%	-4%	3%	1.4%
CCCCC(CCC(=O)Nc1nccs1)C(=O)O (stereo unspecified)	4%	-12%	4%	0%	i
CCCN(CCC)c1nc2ccccc2nc1C(C#N)C(=O)OCCOC (stereo unspecified)	-6%	6%	1%	-3%	3.0%
COc1ccc(CCC(=O)NNC(=O)Cn2nc(C)cc2C)cc1	4%	-5%	-5%	-8%	3.1%
CCCCCCCCCOC(=O)C[n+]1csc(CCO)c1C	-1%	1%	11%	-1%	1.0%
O=C(COC(=O)CCC(=O)c1ccc(F)cc1)Nc1nnc(-c2ccccc2)o1	0%	-4%	-5%	7%	2.1%
CC(N=Cc1cccc(O)c1O)c1ccccc1 (stereo unspecified)	5%	2%	15%	-24%	i
CCOc1ccc(/C=N/NC(=O)c2cc(-c3ccco3)nc3ccccc23)cc1	1%	-3%	-1%	8%	0.6%

Screens from PubChem.

The order is random; 1.5% or so of the library scored in one or more.
